High-throughput results from PubChem.
eLon inh: inhibitors of E. coli Lon protease | actives 0.42% (n = 360,000) | P0A9M0 | inhibition, % at 7.94 µM | purified E. coli Lon protease, fluorescence polarization | AID 602123; in the data active = inhibition above about 13%, passing the limit was not always enough;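 note: 0% = enzyme with probe and DMSO and 100% = no enzyme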
Target sequence (P0A9M0 whole entry, looked up): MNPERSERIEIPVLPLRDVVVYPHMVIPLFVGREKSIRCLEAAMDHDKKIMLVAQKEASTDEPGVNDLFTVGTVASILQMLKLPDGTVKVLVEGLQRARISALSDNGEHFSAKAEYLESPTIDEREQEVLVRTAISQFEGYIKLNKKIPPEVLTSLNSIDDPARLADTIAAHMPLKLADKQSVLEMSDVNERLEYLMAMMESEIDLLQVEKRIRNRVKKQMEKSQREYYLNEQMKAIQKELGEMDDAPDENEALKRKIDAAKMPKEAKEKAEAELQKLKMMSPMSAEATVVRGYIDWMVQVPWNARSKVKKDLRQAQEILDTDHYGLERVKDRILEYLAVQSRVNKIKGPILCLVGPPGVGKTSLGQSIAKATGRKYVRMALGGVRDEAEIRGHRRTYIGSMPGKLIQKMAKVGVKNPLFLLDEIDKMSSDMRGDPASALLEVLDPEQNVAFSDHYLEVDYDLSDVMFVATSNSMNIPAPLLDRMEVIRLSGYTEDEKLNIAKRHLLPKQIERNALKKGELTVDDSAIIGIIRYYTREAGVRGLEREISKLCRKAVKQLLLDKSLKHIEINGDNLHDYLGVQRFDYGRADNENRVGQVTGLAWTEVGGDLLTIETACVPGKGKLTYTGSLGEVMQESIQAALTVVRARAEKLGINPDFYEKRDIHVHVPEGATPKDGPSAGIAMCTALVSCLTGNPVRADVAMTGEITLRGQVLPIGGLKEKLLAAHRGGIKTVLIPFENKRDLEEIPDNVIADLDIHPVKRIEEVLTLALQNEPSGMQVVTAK
MsrA act: activates bovine MsrA enzyme. purified bovine MsrA, absorbance read-out. activation, % at 10.6 µM. AID 602163. actives 0.3% (n = 360,000); in the data active = activation above about 7.5%;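 note: 0% = vehicle and 100% = reference activator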
SKN-1 block: blocks SKN-1 activity in C. elegans. actives 0.49% (n = 360,000). AID 624304. inhibition, % at 21.8 µM. C. elegans VP596 Pgst-4::GFP/RFP ratio, acrylamide-induced, 24 h;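 active = interference check ratio from 0.5 to 1.5 plus GFP to RFP signal ratio inhibition reaching or exceeding a fixed threshold, cut at about 30% in these data, passing the limit was not always enough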; note: some compounds called inactive have numbers as strong as hits
FAS-TE inh: inhibitors of human fatty acid synthase thioesterase domain. P49327. recombinant FAS-TE, OMFH fluorogenic substrate, fluorescence endpoint. inhibition, % at 15 µM. actives 0.67% (n = 360,000). AID 602261;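 active = compounds whose normalised, plate-corrected inhibition of enzyme fluorescence in the single-dose primary screen is 50% or more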;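 note: 0% = DMSO with enzyme and 100% = substrate without enzyme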
MsrA inh: inhibitors of bovine MsrA. purified bovine MsrA, absorbance read-out. actives 0.75% (n = 360,000). inhibition, % at 15.5 µM. AID 651718; in the data active = inhibition above about 4.5%;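 note: 0% = vehicle wells with enzyme and 100% = reference inhibitor wells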
MT1-MMP act inh: blocks activation of human MT1-MMP; P50281; actives 0.061% (n = 360,000); HT1080 RFP-PRO-GFP cells, GFP/RFP ratio fluorescence, overnight; percent of plate control window, DMSO zero; GFP/RFP ratio change, % at 20 µM;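 active = GFP/RFP ratio change of at least 30% with cell ATP level not reduced by more than half and red fluorescence within 50% of control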; note: strong numbers were not always called active
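Compound: 20 µM single dose, 1% DMSO / System: HT1080 RFP-PRO-GFP cells / Controls: DMSO and RFP-L50D-GFP cell wells / Read-out basis: GFP/RFP fluorescence ratio / Schedule: overnight compound exposure at 37 °C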
NRP1-CendR mod: modulators of CendR peptide binding to human neuropilin-1; O14786; FAM-RPARPAR peptide binding to NRP-1, fluorescence polarization; inhibition, % at 25 µM; actives 0.85% (n = 360,000); AID 602438;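 active = inhibition or corrected inhibition above about 18%, plus a signal ratio from 0.5 to 1.5, limit read from the data, passing the limit was not always enough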; note: strong numbers were not always called active
PABP1 MLLE inh: inhibitors of microRNA-mediated deadenylation, human PABP1 MLLE binding | actives 0.36% (n = 360,000) | inhibition, % at 20 µM | GST-MLLE / FITC-PAM2 fluorescence polarization; in the data active = inhibition above about 35%, passing the limit was not always enough;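 note: plate controls were DMSO wells with GST-MLLE for no effect and wells lacking GST-MLLE protein for full effect; some results filed as inactive read as strong as hits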
Tb MetRS inh: blocks T. brucei methionyl-tRNA synthetase activity; purified T. brucei MetRS, ATP depletion, Kinase-Glo luminescence; actives 0.4% (n = 360,000); AID 624268; inhibition, % at 11.9 µM;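 active = inhibition above a per-plate cutoff of the control wells' mean inhibition plus 3 SD, cut at about 5.5% in these data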;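 note: 0% = DMSO wells median and 100% = median of wells with control inhibitor compound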
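Material – parasite MetRS enzyme · Medium – HEPES-MgCl2-KCl buffer plus DTT, spermine, BSA, pyrophosphatase · Reagent – ATP, methionine and E. coli bulk tRNA substrates · Times – 15 min enzyme-compound preincubation, 2 h reaction, 10 min detection, 25 °C · Measured by – luminescence of leftover ATP · Evaluation – percent inhibition relative to median high and low control wells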
* hit, by the source's call; nt = no result given.

SMILES	eLon inh	MsrA act	SKN-1 block	FAS-TE inh	MsrA inh	MT1-MMP act inh	NRP1-CendR mod	PABP1 MLLE inh	Tb MetRS inh
COc1ccnc2c1c(=O)n(Cc1cccc(Cl)c1)c(=O)n2C	2.4	3.2	21.9	8.8	1.1	1.8	2.2	8.6	0.8
Cc1cccc(CC(=O)NCCS(=O)(=O)N2CCN(c3cccc(Cl)c3)CC2)c1	-6.8	-0.7	3.4	8.0	-0.8	4.0	9.4	-7.5	-0.6
CCCOc1ccccc1NC(=O)c1ccc([N+](=O)[O-])cc1	1.6	-4.1	7.1	27.1	2.3	-2.5	-6.4	-0.2	-0.7
CC1(C)CC(=O)C=C(NC2CCCCCCC2)C1	3.1	-6.4	-25.4	-2.7	-0.4	-7.4	-5.9	4.4	-0.7
CCOC(=O)c1cnc(SCC(=O)Nc2ccc(N3CCOCC3)c(Cl)c2)nc1N	-1.7	-3.6	-10.5	-1.9	0.2	3.2	-5.0	-4.6	-0.8
CNc1oc(/C=C/c2ccccc2)nc1C#N	7.9	-4.7	9.5	0.7	4.8*	7.1	9.6	-14.5	0.3
Nc1ncnc2c1ncn2[C@@H]1O[C@H](C(=O)Nc2cc(C(F)(F)F)cc(C(F)(F)F)c2)[C@@H](O)[C@H]1O	0.9	-2.6	11.6	-0.2	-0.4	1.6	18.9	11.8	0.0
C/C(=N\Nc1ccc(Cl)c(C(=O)O)c1)c1ccc(Br)s1	-9.1	-4.3	43.6*	31.6	2.4	1.6	-8.6	8.8	0.0
CC(=O)Nc1ccc(S(=O)(=O)NC(CC(=O)NCCCN2CCOCC2)C(C)C)cc1 (stereo not given)	6.5	-1.2	3.7	-3.7	0.6	-5.6	7.7	10.2	-1.1
COc1ccccc1NS(=O)(=O)c1ccc(C(=O)N2CCCCCCC2)cc1	1.1	-4.5	-2.7	3.9	0.5	3.1	4.0	1.6	-0.5
CC(C)(C)N=C1C([N+](=O)[O-])=CC=C2C1=NC1(CCCCC1)N2O	-9.0	-12.7	4.6	6.4	0.7	11.3	-3.5	21.1	-1.2
COc1ccc2c(c1OC)C(=O)N1N=C(c3ccc(F)cc3)CC21 (stereo not given)	-8.1	-1.9	nt	nt	1.6	nt	nt	nt	-0.2
Cc1ccc(-c2nnc(Nc3ccc4c(c3)OCO4)c3ccccc23)cc1S(=O)(=O)NCCO	-10.0	0.4	-7.9	0.1	1.7	5.2	-0.7	4.2	0.4
CCCCn1nnnc1NCc1ccc(C)cc1	3.8	-2.4	11.1	-4.0	-0.8	1.6	0.8	-2.9	-0.3
Cc1ccccc1-c1cc2c(c3c1ccn3C)C1CCC2O1 (stereo not given)	-6.0	-4.9	-13.1	16.0	-0.4	0.5	12.0	-29.4	-0.6
Cc1cccc(-c2nnc(-c3ccc4ccccc4c3)o2)c1	-8.1	-0.6	7.2	26.4	-0.8	0.8	5.4	-2.9	-0.1
CCOc1ccc(S(=O)(=O)NCCC(=O)OCC(=O)N2CC(=O)Nc3ccccc32)cc1	0.2	-1.1	4.4	-4.8	-0.9	1.5	2.8	9.3	0.5
Cc1c(C(=O)NCc2cccc(Cl)c2)sc(=O)n1Cc1ccc(F)cc1	2.8	0.4	13.6	22.9	1.2	5.8	-21.7	4.8	0.8
O=S(=O)(c1ccc(NC(=S)NC23CC4CC(CC(C4)C2)C3)cc1)N1CCCCC1	-8.9	-1.3	13.6	27.7	-0.9	3.1	-14.4	28.2	-0.3
CSCCC(NC(=O)COc1ccccc1)C(=O)N1CCN(c2ccccc2F)CC1 (stereo not given)	-0.4	-1.0	18.1	31.7	-0.6	2.1	-2.5	-2.9	-0.1
CCN(CC)CCCN1C(=O)C(=O)/C(=C(/O)c2ccc(Cl)cc2)C1c1ccccn1 (stereo not given)	-3.6	-7.2	5.9	-8.6	3.3	-3.8	-4.3	2.4	-1.1
O=C(NCC(=O)N(c1cccc(F)c1)C(C(=O)NC1CCCC1)c1cccnc1)c1ccco1 (stereo not given)	-0.6	-4.0	10.1	-4.1	0.5	3.2	4.9	-3.8	-0.8
CC(C)(C)c1ccc(C(=O)OCC(=O)NCc2ccco2)cc1	9.0	-4.4	3.2	-1.5	1.4	0.8	-0.1	-13.6	-0.5
CSc1ccc(CCNC(=O)CCc2nnc3ccc(N4CCCCC4)nn23)cc1	-6.5	-4.2	14.7	5.4	1.1	-0.1	12.4	-2.8	-0.2
Cc1ccc(S(=O)(=O)N2C[C@H]3N(C(=O)OC(C)C)N(C(=O)OC(C)C)C[C@H](OC(=O)NCc4ccccc4)[C@@]3(O)C2)cc1	-3.9	-0.3	-4.1	3.2	-0.8	-1.3	-11.0	5.1	0.1

Three entries from above, as labelled records.
CC1(C)CC(=O)C=C(NC2CCCCCCC2)C1
  eLon inh: 3.1	MsrA act: -6.4	SKN-1 block: -25.4	FAS-TE inh: -2.7	MsrA inh: -0.4	MT1-MMP act inh: -7.4	NRP1-CendR mod: -5.9	PABP1 MLLE inh: 4.4	Tb MetRS inh: -0.7
CCOC(=O)c1cnc(SCC(=O)Nc2ccc(N3CCOCC3)c(Cl)c2)nc1N
  eLon inh: -1.7	MsrA act: -3.6	SKN-1 block: -10.5	FAS-TE inh: -1.9	MsrA inh: 0.2	MT1-MMP act inh: 3.2	NRP1-CendR mod: -5.0	PABP1 MLLE inh: -4.6	Tb MetRS inh: -0.8
CNc1oc(/C=C/c2ccccc2)nc1C#N
  eLon inh: 7.9	MsrA act: -4.7	SKN-1 block: 9.5	FAS-TE inh: 0.7	MsrA inh: 4.8*	MT1-MMP act inh: 7.1	NRP1-CendR mod: 9.6	PABP1 MLLE inh: -14.5	Tb MetRS inh: 0.3

Single records, from the list above.
COc1ccc2c(c1OC)C(=O)N1N=C(c3ccc(F)cc3)CC21 (stereo not given) reads eLon inh: -8.1; MsrA act: -1.9; SKN-1 block: nt; FAS-TE inh: nt; MsrA inh: 1.6; MT1-MMP act inh: nt; NRP1-CendR mod: nt; PABP1 MLLE inh: nt; Tb MetRS inh: -0.2
Cc1cccc(-c2nnc(-c3ccc4ccccc4c3)o2)c1 reads eLon inh: -8.1; MsrA act: -0.6; SKN-1 block: 7.2; FAS-TE inh: 26.4; MsrA inh: -0.8; MT1-MMP act inh: 0.8; NRP1-CendR mod: 5.4; PABP1 MLLE inh: -2.9; Tb MetRS inh: -0.1
CCN(CC)CCCN1C(=O)C(=O)/C(=C(/O)c2ccc(Cl)cc2)C1c1ccccn1 (stereo not given) reads eLon inh: -3.6; MsrA act: -7.2; SKN-1 block: 5.9; FAS-TE inh: -8.6; MsrA inh: 3.3; MT1-MMP act inh: -3.8; NRP1-CendR mod: -4.3; PABP1 MLLE inh: 2.4; Tb MetRS inh: -1.1

More records follow:
SMILES	eLon inh	MsrA act	SKN-1 block	FAS-TE inh	MsrA inh	MT1-MMP act inh	NRP1-CendR mod	PABP1 MLLE inh	Tb MetRS inh
COc1ccccc1OCC(=O)NCC1CCCN(C(=O)c2ccccc2C(C)=O)C1 (stereo not given)	-7.0	-1.4	19.6	-2.8	-1.5	-2.8	19.2	-13.8	-0.4
OC(COCc1ccc(Cl)cc1)CN1CCCCC1 (stereo not given)	12.8	-7.8	1.2	-4.8	0.3	2.1	8.6	13.5	-0.6
Cc1ccc(-c2noc(CN3CCN(c4ccccc4F)CC3)n2)cc1	5.7	-3.5	-4.0	20.0	0.0	0.0	0.0	6.5	-0.3
CCOc1ccc(-c2[nH]nc3c2C(c2ccc4c(c2)OCO4)C(C#N)=C(N)O3)cc1OC (stereo not given)	-2.4	-0.7	-2.9	-9.9	1.0	4.2	0.3	3.8	-0.1
CCCNC(=O)N(C)C[C@H]1Oc2ncc(Br)cc2C(=O)N([C@H](C)CO)C[C@H]1C	3.2	-2.0	-3.6	-4.1	0.2	-0.2	4.3	-4.8	0.1
Cn1c(CCN2CCN(c3ccccn3)CC2)nc2cc(NS(=O)(=O)c3ccc(F)cc3)ccc21	-6.1	-1.2	-3.0	-5.4	1.2	6.4	5.7	-7.4	-0.2
Cc1cccc(-c2n[nH]c(=S)n2/N=C/c2ccc(C)s2)c1	-3.4	3.8	-3.9	0.8	3.6	8.6	-9.2	-45.9	0.5
CCOc1ccc(NC(=O)CSc2nc3[nH]ncc3c(=O)[nH]2)cc1	4.1	-5.5	-15.2	-3.9	-1.1	-0.2	-6.7	3.8	-0.5
O=C(NNC(=O)c1csc(-c2cnccc2C(F)(F)F)n1)c1ccc(C(F)(F)F)cc1	2.7	-1.9	-8.5	-1.3	-0.3	2.6	0.7	11.3	-0.3
Oc1ccc(N=Nc2cccc(C(F)(F)F)c2)cc1C=Nc1ccc(N2CCOCC2)cc1	-0.9	-0.3	6.6	23.4	-0.5	44.8*	9.3	8.8	-0.1
COCOCCn1cc(CN2CCS(=O)(=O)N(Cc3ccc(-c4ccncc4)cc3)C(C)C2=O)nn1 (stereo not given)	2.9	-1.6	11.6	-5.7	-0.3	3.7	-7.7	-1.6	-0.8
COc1cccc(C(=O)N2CCCC(c3nc(-c4cccs4)no3)C2)c1 (stereo not given)	1.9	-2.7	0.8	-37.9	0.1	-1.3	-6.1	-3.9	1.6
Cc1ccc(S(=O)(=O)N2CCN(C(=O)COC(=O)Cc3c(F)cccc3Cl)CC2)c(C)c1	-1.2	-7.4	-17.8	21.7	0.1	-1.9	-8.4	-3.3	-0.4
Cc1ccc(-n2c(C)nn(CC3CC3)c2=O)cc1	-7.4	-2.6	7.4	-5.2	0.1	0.9	4.9	1.4	-0.1
Cc1ccc(S(=O)(=O)N2CCCCC2)cc1NC(=O)CNc1ccc(C(F)(F)F)cc1	-1.2	2.0	22.1	12.8	-0.5	-2.2	-5.2	-23.7	-0.5
Cc1ccc(S(=O)(=O)Nc2ccsc2C#N)cc1	7.7	-13.1	-8.5	-5.1	-0.6	-12.7	6.3	-8.1	-1.2
Cc1ccc(C)c(NC(=O)CCc2nnc3ccc(N4CCCCC4)nn23)c1	9.5	-1.1	5.2	-3.1	-0.2	1.5	2.5	-1.9	0.2
Cc1cc(NC(=O)/C=C/C(=O)N(CC(=O)NC2CCCC2)c2ccc(F)cc2)no1	0.0	-9.2	-4.3	-1.5	0.6	-0.4	-2.1	-8.5	-0.9
COc1ccc(CCN(C)C(=O)C23CC4CC(CC(Cl)(C4)C2)C3)cc1OC	-0.4	-4.1	-6.6	1.7	1.0	-0.6	8.3	-12.6	-0.8
CCCn1c2ccccc2c2cnn(CC(=O)NC3CCCC(C)C3C)c(=O)c21 (stereo not given)	-7.4	-2.4	2.7	-0.9	-0.3	1.1	1.6	-12.3	-0.2
CC1=CC(C)(C)N2C(=O)C3(NCCc4c3[nH]c3ccccc43)c3cccc1c32 (stereo not given)	9.1	0.5	-9.4	6.7	1.2	-2.6	3.9	0.7	-0.3
